Screening data: PubChem BioAssay, several laboratories
IEC-6 cytotox = counter-screen for KLF5 inhibitors: cytotoxicity in IEC-6 cells; AID 1825; actives 0.78% (n = 290,000); inhibition, % at 5 µM; IEC-6 cytotoxicity, luminescence viability; in the data active = inhibition above about 22%;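 also: 0% = plate median of test compound wells and 100% = cytotoxic reference compound wells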
Platelet DG rel = modulates dense granule release in human platelets; actives 0.22% (n = 300,000); inhibition, %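 (compounds screened at 7.5 µM in platelet-rich plasma)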; human platelet-rich plasma, SFLLRN dense granule ATP release, luminescence;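 active = mean replicate score, as percent of positive control, at or above 50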
HDAC3 inhib = blocks human histone deacetylase 3. O15379. recombinant HDAC3, fluorogenic peptide/trypsin coupled, fluorescence. inhibition, % at 8.3 µM. actives 0.15% (n = 320,000); in the data active = inhibition above about 26%, passing the limit was not always enough
Target sequence (O15379 whole entry, looked up): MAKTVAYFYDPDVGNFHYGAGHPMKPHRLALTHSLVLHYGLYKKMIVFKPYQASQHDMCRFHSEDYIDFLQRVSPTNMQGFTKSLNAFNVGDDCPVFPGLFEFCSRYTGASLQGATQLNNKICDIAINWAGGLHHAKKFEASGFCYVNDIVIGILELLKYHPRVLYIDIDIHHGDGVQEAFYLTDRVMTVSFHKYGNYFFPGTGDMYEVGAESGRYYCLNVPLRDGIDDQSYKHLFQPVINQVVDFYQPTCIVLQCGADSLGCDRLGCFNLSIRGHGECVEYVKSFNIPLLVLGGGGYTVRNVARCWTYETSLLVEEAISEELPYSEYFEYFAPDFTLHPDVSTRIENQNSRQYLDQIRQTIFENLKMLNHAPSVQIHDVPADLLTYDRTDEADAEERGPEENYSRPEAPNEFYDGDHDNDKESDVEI
aSyn 5UTR inh = 5' untranslated region of α-synuclein, MLPCN primary screen; alpha-synuclein 5'UTR reporter, inhibitor activity; inhibition, % (tested at 7.5 µM); actives 0.82% (n = 300,000); in the data active = inhibition above about 60%;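 also: H4 neuroglioblastoma cells stably carrying SNCA 5'UTR luciferase fusion; 0% = DMSO wells and 100% = positive control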
HIF act = HIF pathway transcriptional activation. U2OS HRE-luciferase reporter, luminescence; normalized: DMSO 0%, desferrioxamine 100%. activation, % at 7.5 µM (by protocol). AID 1910. actives 0.32% (n = 300,000);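 active = mean activation of at least 10% of the iron chelator positive control signal, with at least half of replicates also reaching 10%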
HSP90 refold inh = inhibitors of HSP90 luciferase refolding in rabbit reticulocyte lysate | luciferase refolding luminescence, 3 h | inhibition, % at 5.6 µM | actives 0.91% (n = 290,000) | AID 1789;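 active = inhibition above the screen-wide mean plus 3 SD, computed separately per campaign, cut at about 16% in these data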;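 also: 0% = DMSO wells and 100% = 60 µM geldanamycin wells; inhibitors lower the luminescence because luciferase stays unfolded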
HSF1 inh = HSF1 inhibition | NIH3T3-HGL HSE-luciferase, MG132-induced, luminescence 8 h; stronger effect = lower value | activity change, negative = inhibition, % at 7.5 µM (by protocol) | actives 0.77% (n = 300,000) | AID 2098;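 active = more than half of replicate wells show activity change below -50%, luminescence cut by over half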;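 also: luciferase reports HSF-1 transcriptional activity via heat shock element; 0% = median of DMSO wells and -100% = zero luminescence signal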
HSF-1 act = increases HSF-1 driven luciferase reporter signal | NIH3T3-HGL HSF-1 luciferase reporter, MG132, 8 h; 100% = twice DMSO control signal | activation, % at 9 µM | actives 1.7% (n = 300,000);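 active = mean replicate activation of at least 50% with a set share of replicates each reaching 50%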;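 also: 0% = median of the neutral control wells and 100% = twice that signal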
AI-2 QS modul = Vibrio harveyi AI-2 quorum sensing modulation. Vibrio harveyi JMH597 AI-2 luminescence/OD600 ratio, 9 h; stronger effect = lower value; strain lacks LuxN and CqsS sensors; 0 = neutral-control median. activity change, % at 7.5 µM. actives 0.4% (n = 300,000). AID 2094; in the data active = activity change below about -75%, passing the limit was not always enough;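 also: luminescence divided by OD600 gain over 9 h not by final OD600 alone; inactives centre near 13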
KLF5 inhibitor = kruppel-like factor 5 inhibition; DLD-1 KLF5 promoter-luciferase reporter, luminescence; actives 0.23% (n = 290,000); inhibition, % at 5 µM; AID 1700;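 active = inhibition above a per-plate limit of that plate's mean compound inhibition plus 3 SD, cut at about 60% in these data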;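 also: 0% = DMSO wells and 100% = LY294002 at 200 µM; higher means less KLF5 promoter-driven luciferase light; inactives centre near -14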
* marks the source's active call; other numbers are inactive results; nt = not tested or not shown. Random draw from the library; 5% or so of the library scored in one or more.

SMILES	IEC-6 cytotox	Platelet DG rel	HDAC3 inhib	aSyn 5UTR inh	HIF act	HSP90 refold inh	HSF1 inh	HSF-1 act	AI-2 QS modul	KLF5 inhibitor
CC1CCCCC1NC(=O)Cn1[nH]c(=O)c2ccccc2c1=O (stereo unspecified)	2	0	-4	3	-19	-1	4	11	-4	-38
O=C(CN1C(=O)c2ccccc2C1=O)NC1CCCCC1	2	-1	3	11	-0.1	-4	0	-10	25	-9
O=C(OCc1ccc(Br)cc1)c1cnc(Cl)c(Cl)c1	-2	1	9	19	1.5	-2	20	31	6	5
CC1(C)CC(=O)C(C2C3=C(CC(C)(C)CC3=O)OC3=C2C(=O)CC(C)(C)C3)=C(O)C1	-5	0	5	-8	-0.1	-9	23	67*	19	-49
CN(Cc1cccc([N+](=O)[O-])c1)Cc1cccc2ccccc12	3	-6	11	4	-2.6	3	1	-1	15	-20
Cc1ccccc1-c1nc(CS(=O)CC(=O)NC2CCCC2)c(C)o1 (stereo unspecified)	4	-10	8	-5	0.1	-3	3	-1	11	-21
CCN1C(=O)N[C@@H](c2ccco2)C(C(C)=O)=C1C	nt	4	-1	17	-0.7	nt	-5	-9	5	nt
Cn1c(=O)c2c(nc(NCc3ccco3)n2CCc2ccccc2)n(C)c1=O	0	0	15	-9	-0.3	-3	5	5	26	-19
Cc1ccc(S(=O)(=O)N2CCCCC2)cc1C(=O)NCCC1=CCCCC1	nt	7	-1	5	-0.5	nt	11	-7	17	nt
CC1=CC(=O)[C@H]2C(C)(C)CCC[C@]2(C)[C@@]1(O)CO	-1	-8	2	7	-0.5	-2	8	5	-26	-13
COc1cc(C(=O)NCC(=O)N/N=C/c2ccc(OC(=O)c3ccco3)cc2)cc(OC)c1OC	-12	4	3	7	-1.3	0	6	-5	5	-10
O=C(CN1CC(=O)Nc2ccccc21)NCCc1ccc(Cl)cc1Cl	-3	1	-4	-16	-0.1	2	4	7	26	-33
CC[C@@]12C(=O)N(c3ccc(C)cc3)C(=O)N1[C@H](c1ccc(Br)cc1)[C@@H]1C(=O)N(C(C)(C)C)C(=O)[C@@H]12	-1	2	13	-10	-0.5	-2	5	23	37	-19
COc1cccc(CC2(CO)CCCN(Cc3ccc(OC(F)F)cc3)C2)c1 (stereo unspecified)	-9	-3	-4	-7	1.2	4	6	12	39	-26
O=C(NCCC(=O)N1CCC2(CC1)NCCc1[nH]cnc12)c1ccc(F)c(F)c1	-8	-1	-14	-14	-0.1	-4	-9	-8	13	-16
O=C(NCc1cccc(Cl)c1)C1CCC(=O)N(C2CC2)C1 (stereo unspecified)	4	-4	3	7	-0.3	-3	2	-1	24	-20
Cc1ccc(CCN2C(=O)CCC2(C)C(=O)NC2CCCC2)cc1 (stereo unspecified)	-4	nt	-18	nt	nt	-2	nt	nt	nt	7
COc1ccc(CCC(=O)N2CCCC(Nc3ccccc3)C2)cc1OC (stereo unspecified)	2	-21	-1	0	-0.1	2	-1	-3	10	2
COc1cccc2cc(C(=O)OC(C)C(=O)c3ccc(C)cc3)c(=O)oc12 (stereo unspecified)	1	-6	6	-12	-0.1	4	-4	10	21	-14
COc1ccc(S(=O)(=O)NCC2CCCN(Cc3ccccc3Cl)C2)cc1 (stereo unspecified)	-5	4	7	-4	0.1	-3	-2	0	5	-11
Cc1coc2cc3oc(=O)c(CC(=O)N[C@@H](CC(C)C)C(=O)O)c(C)c3cc12	4	-1	-5	2	-0.4	2	1	7	11	-27
C=CCc1cc(Cl)ccc1OCCN1CC(C)OC(C)C1 (stereo unspecified)	-1	8	8	-12	0.8	-2	0	1	23	-7
O=C1OC(NCc2cccnc2)(c2ccc(Cl)cc2)c2ccccc21 (stereo unspecified)	-3	3	-2	19	-0.4	-1	1	-1	-20	-1
O=C(COC(=O)c1ccccn1)Nc1ncc(C(F)(F)F)cc1Cl	3	-18	-4	-2	-0.2	5	-7	0	13	-37
NS(=O)(=O)c1ccc(NC(=O)COC(=O)COc2ccc(Cl)cc2)cc1	-4	-2	nt	9	-0.2	1	2	3	21	-5
Following part
SMILES	IEC-6 cytotox	Platelet DG rel	HDAC3 inhib	aSyn 5UTR inh	HIF act	HSP90 refold inh	HSF1 inh	HSF-1 act	AI-2 QS modul	KLF5 inhibitor
CCc1ccc(C(C(=O)NCCOC)N(C(=O)Cn2nnc3ccccc32)c2cccnc2)cc1 (stereo unspecified)	0	-4	2	-12	-0.1	2	1	1	22	-15
CCOc1cc(C(=O)Nc2ccccc2N2CCN(S(C)(=O)=O)CC2)cc(OCC)c1OCC	0	3	-2	21	0.0	0	4	-2	18	-18
Cc1ccc(S(=O)(=O)NCC(=O)OCc2ccccc2Br)cc1	-3	-3	-7	9	-0.1	-3	nt	nt	23	-3
CCN(CC)CC(C)OC(=O)c1cc(OC)c(OC)c(OC)c1 (stereo unspecified)	2	5	-6	-31	-0.2	-2	-2	-6	19	-3
COc1ccc(-c2cc3nc(C)cc(C)n3n2)cc1	2	4	0	-183	4.7	0	22	27	3	-106
COc1ccccc1N1CC(C)(C)C(=O)N(C(=O)c2c(F)cccc2Cl)C1=S	-5	-5	9	17	0.2	-1	1	-6	12	-24
Cc1cccc(OCC(=O)Nc2ccc(N3CCN(S(C)(=O)=O)CC3)cc2)c1C	0	-5	-1	4	-1.5	-1	19	57*	20	10
COc1ccc(-c2noc(N3CCC(C(=O)NCc4ccccc4Cl)CC3)n2)cc1	-2	6	nt	-42	1.0	-1	8	16	18	-37
COc1cccc(NC(=O)CN(c2cccc(F)c2)S(C)(=O)=O)c1	5	-7	7	-4	0.0	1	-2	4	24	-10
CCOC(=O)N1CCN(S(=O)(=O)c2ccc3[nH]c(=O)oc3c2)CC1	-7	0	-2	9	-0.1	1	1	0	18	-3
C=CCNC(=O)NC(=O)CSc1nc2cc([N+](=O)[O-])ccc2n1-c1cccc(C(F)(F)F)c1	0	9	6	1	-0.2	3	-2	18	11	-19
CSCCC(NC(=O)c1cccc([N+](=O)[O-])c1)C(=O)O (stereo unspecified)	-3	-38	-4	5	-0.5	-3	-1	-7	22	-16
Cc1ccc(C(=O)NC(=S)Nc2ccc(Oc3ccc(Cl)cc3)cc2)cc1	0	9	-1	-3	-0.2	1	-7	-5	12	6
COc1ccc(-c2ccc(SCC(=O)NC3CCCCC3)nn2)cc1	18	2	-5	-83	1.2	3	21	39	20	-66
CCC(NC(=O)C1CCCC1)c1ccccc1 (stereo unspecified)	nt	-2	3	-16	-0.3	nt	-2	4	10	nt
CCC(=O)Nc1ccc2c(c1)nc1n2CCSC1	-1	1	0	-12	0.3	1	3	-5	23	-9
O=S(=O)(NC1CCN(Cc2ccccc2)CC1)c1cccc2cccnc12	-5	-2	-4	0	0.4	0	-13	-7	17	-45
CCCn1c(SCC(=O)NC2CCCCC2)nnc1-c1ccco1	-5	3	9	-7	-0.1	-1	-4	-9	24	-12
O=C1NCCCCC1NS(=O)(=O)c1ccccc1 (stereo unspecified)	-7	3	3	8	2.5	4	-7	-6	-8	-28
Cc1cccc(C)c1NC(=O)CNC(=O)c1cccnc1	2	-12	-8	6	0.4	4	-3	-21	20	10
COC(=O)CC(NC(=O)c1ccc(C)cc1)c1ccccc1 (stereo unspecified)	-5	6	1	-20	-0.7	-2	14	39	14	-21
COc1ccc(S(=O)(=O)N2CCc3cc(OC)c(OC)cc3C2)cc1	0	-1	5	7	-0.7	-7	-2	-18	-2	8
CCOC(=O)N1CCC(Nc2c(NCCCN3CCN(C4CCCCC4)CC3)c(=O)c2=O)CC1	-4	0	-1	-5	-0.2	2	-10	4	21	-16
CC1(C)C(=O)Nc2ccccc2N1C(=O)COC(=O)C1CCCCC1	1	-22	-2	5	-23	5	5	3	1	-25
N#C/C(=C\c1cccnc1)C(=O)Nc1ccccc1	2	nt	2	nt	nt	-5	nt	nt	nt	3

Reprinted at random: 3 entries already listed, in no set order.
SMILES	IEC-6 cytotox	Platelet DG rel	HDAC3 inhib	aSyn 5UTR inh	HIF act	HSP90 refold inh	HSF1 inh	HSF-1 act	AI-2 QS modul	KLF5 inhibitor
CCCn1c(SCC(=O)NC2CCCCC2)nnc1-c1ccco1	-5	3	9	-7	-0.1	-1	-4	-9	24	-12
N#C/C(=C\c1cccnc1)C(=O)Nc1ccccc1	2	nt	2	nt	nt	-5	nt	nt	nt	3
CC1(C)C(=O)Nc2ccccc2N1C(=O)COC(=O)C1CCCCC1	1	-22	-2	5	-23	5	5	3	1	-25

Later entries
SMILES	IEC-6 cytotox	Platelet DG rel	HDAC3 inhib	aSyn 5UTR inh	HIF act	HSP90 refold inh	HSF1 inh	HSF-1 act	AI-2 QS modul	KLF5 inhibitor
Fc1ccc(-c2oncc2-c2nnnn2-c2ccccc2)cc1F	-6	9	1	-2	-0.3	-1	-3	-3	10	-41
COc1cc(C(=O)OCc2nc3ccsc3c(=O)[nH]2)c([N+](=O)[O-])cc1OC	nt	-1	0	1	-0.1	nt	-1	1	36	nt
Cc1[nH]oc(=O)c1N=Nc1c(Cl)cccc1Cl	4	13	3	-27	-0.2	-3	4	-2	44	-15
COc1ccc(NC(=O)c2ccc(Cn3cc(Cl)cn3)cc2)cc1	3	-1	1	-49	1.4	-2	-4	7	15	-1
CC(=O)NC(CC(=O)N(C)Cc1cccc(Cl)c1Cl)c1ccccc1 (stereo unspecified)	3	nt	0	nt	nt	-4	nt	nt	5	-5
C/C(=N\Nc1nncc2ccccc12)c1cccc(OC(F)F)c1	-1	36	2	-97	1.0	25*	39	47	24	-34
Cc1cccn2cc(CCNS(=O)(=O)c3cccc([N+](=O)[O-])c3)nc12	-8	2	4	0	0.1	0	0	4	15	-37
O=C(CCCOc1ccc(Cl)cc1Cl)N1CCc2ccccc2C1	1	-3	-2	17	-0.4	0	3	6	40	-9
O=C(CCNS(=O)(=O)c1cccc2nsnc12)NC1CCCc2ccccc21 (stereo unspecified)	-5	5	-6	14	0.1	2	-2	4	15	13
O=C(/C=C1\SC(=O)N(CC(=O)Nc2ccc(F)cc2)C1=O)Nc1ccc(Cl)cc1	0	-13	4	-196	3.1	2	23	39	6	-44
COc1ccccc1CNc1ccc(CNc2ncn[nH]2)cc1	5	-2	7	10	0.0	0	-24	-38	7	-41
COc1ccc(NC(=O)CSc2nc3ccccc3nc2N2CCCCC2)cc1	-1	-3	0	26	-0.1	-2	4	20	24	-18
CC(=O)N1N=C(c2ccncc2)OC1(Cc1ccccc1)Cc1ccccc1	9	-7	-31	-7	0.2	6	2	5	11	-5
C/C=C/c1ccc(OCC(=O)Nc2cc(Cl)ccc2-n2cncn2)c(OC)c1	nt	-6	3	13	-0.1	nt	-1	-7	42	nt
O=C(OCC(=O)N1CCCCC1)c1cc(NS(=O)(=O)c2ccc(Cl)c([N+](=O)[O-])c2)ccc1O	-2	-8	3	-6	-0.8	3	6	7	11	5
O=C1CCC(C(=O)OCc2nnc(-c3ccccc3)o2)=NN1	nt	1	0	-31	0.6	nt	0	3	30	nt
COCCCNC(=S)N/N=C/c1ccc(N(C)C)cc1	2	9	-27	-112	1.3	-1	7	14	16	-26
O=C(COC(=O)CNC(=O)c1ccccc1)Nc1cccc(Br)c1	-2	17	-12	3	-0.1	1	-12	6	-3	-45
O=c1cc(-c2ccccc2)[nH]n2cnnc12	0	4	4	-4	-0.3	5	-1	28	12	-36
CCOC(=O)c1cc2c(=O)n3ccccc3nc2n(CCOC)c1=NC(=O)c1c(-c2c(F)cccc2Cl)noc1C	12	nt	3	nt	nt	1	nt	nt	7	-6
COCCSc1nnc(NC(=O)CSc2ccccc2)s1	2	-2	0	-8	0.0	3	-2	-2	23	9
O=C(COc1ccccc1F)N1CCN(S(=O)(=O)/C=C/c2ccccc2)CC1	8	-1	2	-18	0.0	3	2	-8	26	-14
CCCOCCc1nnc(N)s1	6	-2	-3	13	0.0	4	-3	5	21	-15
